# HepG2 viability = kills HepG2 cells in TGF-b inhibitor counter-screen; Potency, µM (highest dose often 46.1 µM), without a hit: top-dose activity change, negative = cytotoxicity, usual class: cytotoxic; actives 0.76% (n = 410,000); HepG2 CAGA-GFP viability, ATP luminescence, 18 h; further: potency means the concentration at half of the fitted maximal effect; some results filed as inactive show a strong effect at the top dose
#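 CellTiter-Glo luminescence gave cytotoxicity after 18 hours at 37 degrees C. The cells were HepG2 CAGA-GFP in 1% FBS DMEM, stimulated with 500 pg/mL TGF-beta after compound addition. %Activity was normalised to no-cell wells (complete cell-killing) and DMSO (no toxicity), and curves were fitted and classified.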
# CCT chaperon mod = cytosolic chaperonin activity modulation; purified chaperonin ATPase assay, HTRF ADP detection, 30 min; activity change, % (concentration not given with the values), hits read low; actives 0.3% (n = 360,000); AID 651819; in the data active means activity change below about -30%; further: on the % scale 0 is the no-effect control and ±100 the full control effect
#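 TRiC (40 or 20 nM final, by batch activity) in 30 mM Tris pH 7.4, 100 mM KCl, 5 mM MgCl2, 1 mM DTT was treated with compound at 76 uM single dose, then 10 uM ATP, 30 min at 37 °C. ADP was read by HTRF Transcreener.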
# pAkt inh = inhibitors of Akt phosphorylation. activity change, % for hits at 50 µM. AID 651550. Neuro2A IGF-stimulated pAkt S473 HTRF, 20 min; stronger effect = lower value. actives 0.32% (n = 360,000); in the data active means activity change below about -80%; inconclusive means mostly about -51% to -80%; further: on the % scale 0 is the no-effect control and ±100 the full control effect
#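 Neuro2A cells (4,500/well, DMEM with 0.5% FBS) were treated with compound at a single 50 µM final concentration, stimulated with 6 nM IGF for 20 min at 37 °C, and lysed. Phospho-Akt Ser473 was read by HTRF as 665/615 ratio ×10^4.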
# MmCpn inh = blocks the Methanococcus maripaludis chaperonin Mm-Cpn; purified Mm-Cpn ATPase, ADP Transcreener TR-FRET; Potency, µM (titrated, usually from 76.9 µM), for the others: at the top dose activity, negative = inhibition, most hits filed as inhibitors; actives 0.031% (n = 330,000); further: potency means the concentration at half of the fitted maximal effect; on the % scale 0 is the no-effect control and ±100 the full control effect; nearly all actives have a fitted effect of over 80% in size
#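 Quantitative HTS used 25 nM Mm-CPN and 10 uM ATP in magnesium/KCl Tris buffer, pH 7.4, with 1 mM DTT. Hydrolysis ran 30 min at 37°C; ADP was read by HTRF.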
# ATXN viability = viability counter-screen for ATXN expression inhibitors. S2 cells (HEK-293 line with an ATXN2-luciferase reporter) viability, CellTiter-Fluor protease fluorescence, 24 h. Potency, µM (titrated, usually from 56.7 µM), hits mostly cytotoxic. actives 0.49% (n = 400,000). AID 651635; further: potency means the concentration at half of the fitted maximal effect; nearly all actives have a fitted effect of over 40% in size
# TGFb SMAD3 inh = blocks TGF-b signaling; actives 1.2% (n = 410,000); Potency, µM (top dose mostly 46.1 µM), for inactives: top-dose activity, negative = inhibition, actives largely listed as inhibitors; HepG2 CAGA-GFP TGF-b/SMAD3 reporter, GFP fluorescence, 18 h; TGF-beta stimulated, 500 pg/mL final; AID 588855; further: potency means the concentration at half of the fitted maximal effect; on the % scale 0 is the no-effect control and ±100 the full control effect; nearly all actives have a fitted effect of over 65% in size
#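 HEPG2 CAGA-GFP, 1000 cells/well; 2 h settle, 37 C; cpd via pin tool; TGF-b 500 pg/mL final; 18 h, 37 C; GFP imaging ex488/em500-530; %Activity normalised to -TGF-b and +DMSO controls; CRC fit, curve class.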
# Nrf2 ARE act = Nrf2 pathway activation | Potency, µM (doses to about 46.1 µM), for inactives: at the top dose activation, usual class: activators | AREc32 ARE-luciferase reporter (MCF7-derived line), luminescence, 24 h | actives 0.31% (n = 410,000); further: potency means the concentration at half of the fitted maximal effect; % of control where 0% means no effect; nearly all actives have a fitted effect of over 65% in size
#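 Reporter line AREc32 (ARE-Fluc), seeded overnight in OPTI-MEM with 5% FBS; compound pin-transferred, 24 hr at 37 deg C, 5% CO2; luminescent read-out.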
# Nrf2 inh = Nrf2 pathway inhibition; Potency, µM (top dose mostly 46 µM), inactives show top-dose activity change, negative = inhibition, hits mostly inhibitors; actives 2.1% (n = 360,000); A549 ARE-Fluc reporter, luciferase luminescence, 18-24 h; further: potency means the concentration at half of the fitted maximal effect; on the % scale 0 is the no-effect control and ±100 the full control effect; nearly all actives have a fitted effect of over 60% in size
#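 Cells were seeded and rested 2 h, then exposed to compounds for 18-24 h. CellTiter-Fluor was read first as a viability measure. BugLite was added 15 min before the final luminescent read of ARE-luciferase activity in A549 cells.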
# A549 tox = kills or reduces viability of A549 cells in Nrf2 counter-screen | A549 ARE-Fluc cells, CellTiter-Fluor viability, 18-24 h | Potency, µM (series often up to 46 µM), for the others: at the top dose activity change, negative = cytotoxicity, usual class: inhibitors | actives 0.16% (n = 390,000) | AID 504648; further: potency means the concentration at half of the fitted maximal effect; on the % scale 0 is the no-effect control and ±100 the full control effect
#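 Cytotoxicity counterscreen: CellTiter-Fluor fluorescence was measured in A549 ARE_Fluc cells after 18-24 h of compound exposure in a concentration series. The subsequent BugLite luminescent read reports ARE-luciferase activity.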
# * = called active by the depositor; i = inactive; ? = inconclusive; · = no result given; [ ] = remark or other dose. Unless noted, the call rests on the fitted dose curve; in most records, active means well fitted curve in the direction sought with a large enough effect; inconclusive means small, poorly fitted or top-dose-only effect, or another doubt; inactive means no such curve, though single readings can be large; an effect the other way counts as inactive or inconclusive.
# Every second line gives: HepG2 viability, CCT chaperon mod, pAkt inh, MmCpn inh, ATXN viability, TGFb SMAD3 inh, Nrf2 ARE act, Nrf2 inh, A549 tox
COc1ccc(/C=N/n2c(SC)nnc2-c2ccccc2)c(OC)c1OC
 : -3%, 0.7, i, 0%, i, -23%, 4.5%, ?, -18%
Cc1ccccc1CNC(=O)c1ccc2nc([C@@H]3O[C@H](CO)[C@H](O)[C@H](O)[C@H]3O)[nH]c2c1
 : 0%, -1.9, i, ·, i, 6%, 0.2%[9.22 µM], ·, ·
CCC(c1nnnn1C1CCCC1)N(Cc1cccs1)Cc1cc2cccc(C)c2[nH]c1=O (stereo unspecified)
 : -9%, -3.5, -108%*, 1%, i, ?, 0.4%, ?, ?
CCOc1cc(/C=C2/C(=O)N(c3ccccc3)N=C2C)ccc1OC(=O)c1cccs1
 : 4%, 0.5, i, -6%, i, ?, 3.2%, 6%, 15%
O=C(Nc1ccc(N2CCN(Cc3ccccc3F)CC2)cc1)c1ccc([N+](=O)[O-])o1
 : -47%, -2.1, i, 0%, i, ?, ?, 23µM*, 16µM*
CC(C)=CCC/C(C)=C/Cc1c(O)ccc(C(=O)/C=C/c2ccc(O)cc2)c1O
 : -110%, 1.7, i, 1%, 32µM*, ?, -0.9%, -16%, -15%
NC(=O)c1cc(NC(=O)c2cc(Br)c(Br)s2)cc(C(N)=O)c1
 : -2%, 0.1, i, ?, i, 5%, 4.2%, -9%, 3%
CC(C)C#Cc1ccc2c(c1)O[C@@H](CN(C)C(=O)c1cnccn1)[C@@H](C)CN([C@@H](C)CO)S2(=O)=O
 : -6%, -6.3, i, ·, i, 5%, 4.2%, ·, ·
CCOC(=O)c1cncc(NC(=O)c2ccccc2)c1
 : -1%, 0.7, i, 1%, i, ?, -0.4%, ·, -4%
C=C[C@]1(C)C=C2C(=O)C[C@H]3C(C)(C)CCC[C@]3(C(=O)O)[C@@]2(O)CC1
 : 6%, 1.2, i, ·, i, -1%, 11%, ·, ·
CCCCCCSc1nc(O)c(C2OC(=O)c3c2ccc(OC)c3OC)c(=O)n1CC (stereo unspecified)
 : -52%, -2.2, i, -1%, i, ?, 8.2%, ?, -11%
CCN1C(=O)[C@H]2[C@@H](c3ccc(-c4cccc(Cl)c4)cc3)N[C@@](CC(C)C)(C(=O)OC)[C@H]2C1=O
 : -6%, -1.6, i, 0%, i, -4%, 0.2%, ?, -5%
O=C(CCCn1c(SCC(=O)c2ccc(Cl)cc2)nc2ccccc2c1=O)NCc1ccco1
 : -17%, -0.5, i, 1%, i, -4%, -0.2%, ?, -9%
COc1ccc(CNC2c3ccccc3-c3ccccc32)cc1OC
 : 0%, -2.6, i, 3%, i, -8%, -0.2%, 2%, 10%
CC1CCc2[nH]c3ccc(C(=O)N(C)CC(=O)Nc4ccccc4C(F)(F)F)cc3c2C1 (stereo unspecified)
 : -42%, -1.2, i, -6%, ?, ?, 0.6%, ?, -29%
CCOc1cccc(C2CC(=O)Nc3cc(OC)c(OC)cc32)c1 (stereo unspecified)
 : -13%, 1.4, i, -1%, i, -3%, 7.0%, ?, 4%
Cc1ccc(OCCCC(=O)N(C)CC(=O)Nc2ccccc2Br)cc1
 : -1%, 0.2, i, 0%, i, -2%, 0.0%, 5%, -8%
O=C(NCc1ccccc1)C1=C[C@@H](C2CCCCC2)C[C@@H](OCCCCO)O1
 : -14%, -4.6, i, ·, i, -8%, 8.3%, -3%, -6%
CCOC(=O)c1c(C)oc2nc(C)nc(NCc3ccc(OC)cc3)c12
 : -2%, ·, ·, ·, i, 1%, -0.3%, 1%, 5%
COc1cccc(Cn2c(SCc3ccc(C(=O)N4CCCCC4)cc3)nc3ccncc32)c1
 : -42%, ·, ·, ·, i, ?, 0.0%, 18µM*, -10%
O=C(CSC1=N/C(=C/c2ccco2)C(=O)N1c1ccc(OC(F)F)cc1)NC1CCS(=O)(=O)C1 (stereo unspecified)
 : 9%, -5.8, i, 1%, i, -6%, 7.3%, 11%, -8%
N#Cc1cccc(C(c2nnnn2CCc2ccccc2)N2CCN(C3CCCCC3)CC2)c1 (stereo unspecified)
 : 11%, 0.8, i, 0%, ?, -5%, 0.3%, 10%, -18%
COc1ccc(N2CCN(C(=O)c3ccc(-c4nc5ccccc5s4)o3)CC2)cc1
 : -16%, -0.2, i, 0%, i, -1%, 3.7%, ?, -4%
COc1ccccc1C1(O)CC2CCC(C1)N2S(=O)(=O)c1ccc(C(C)=O)cc1 (stereo unspecified)
 : -22%, 1.3, i, ?, i, -24%, 3.8%, ?, 3%
Cc1sc2nc(C(C)C)nc(SCC(=O)N3c4ccccc4CC3C)c2c1C (stereo unspecified)
 : -2%, -0.6, i, -8%, i, 0%, 0.4%, 11%, 1%
C[C@H](CO)N1C[C@H](C)[C@@H](CN(C)S(=O)(=O)c2ccccc2)Oc2c(NC(=O)C3CCCCC3)cccc2C1=O
 : -5%, 1.9, i, 3%, ?, 8%, 4.6%, -26%, -12%
CCOc1ccccc1CN1CCN(S(=O)(=O)CC)CC1
 : 0%, -3.3, i, -3%, i, 0%, -0.9%, -7%, -1%
CC1(CCc2ccccc2)NC(=O)N(Cc2cc([N+](=O)[O-])cc3c2OCOC3)C1=O (stereo unspecified)
 : -11%, -2.1, i, 1%, i, -8%, 2.3%, ?, -5%
CCC(C(=O)N1CCN(c2cc(Cl)ccc2C)CC1)n1nc(C)c2sc3ccccc3c2c1=O (stereo unspecified)
 : -2%, ·, ·, ·, ·, 28%, -0.7%, ?, -25%
c1ccc(-c2csc(Nc3cccnc3)n2)cc1
 : -14%, 2.0, i, -2%, i, 1%, 18%, ?, 5%
COC(=O)c1ccc(C(=O)N(Cc2ccccc2)c2ccccc2)cc1
 : -4%, -3.2, i, 2%, i, -6%, -0.6%, -22%, 8%
CCOC(=O)N1CCN(c2nc3ccccn3c(=O)c2C=O)CC1
 : 3%, 0.0, i, 1%, i, 1%, -0.3%, -1%, -11%
COc1cc(/C=N/Nc2ccc(C(=O)O)cc2)ccc1O
 : -1%, 0.2, i, -9%, i, 0%, 2.8%, 13%, -6%
O=[N+]([O-])c1ccc(-c2nnc3n2CCCCC3)cc1
 : -20%, 1.1, i, 3%, i, 3%, 0.7%, 10%, 3%
Cc1cc(=O)[nH]c2ccc(S(=O)(=O)Nc3ccccc3)cc12
 : -4%, -3.6, i, 2%, i, 0%, -0.2%[9.22 µM], ?, 0%
CC(C)C(=O)Nc1ccc(C(=O)N/N=C/c2cc(Br)cc(Br)c2O)cc1
 : -47%, -4.0, i, 2%, ·, ?, -0.2%, ?, ?
Cc1cc(C(=O)COC(=O)c2csc3c2CCCC3)c(C)n1C
 : -13%, -3.9, i, 1%, i, 6%, 0.1%, -1%, 1%
O=C(NCc1ccc2c(c1)OCO2)Nc1cccc(Cl)c1
 : -36%, 0.9, i, -3%, i, ?, 2.7%, 18%, 3%
CCN1CCN(c2nc(-c3ccccc3)c3ccccc3n2)CC1
 : -11%, -1.4, i, 1%, i, -23%, 2.3%, 9%, 1%
FC(F)Oc1ccc(NC(=S)NCc2cccnc2)cc1
 : 10%, 1.1, i, 0%, i, 8%, -0.4%, ?, 4%

# Whole records, quoted from the list. Values in the order: HepG2 viability	CCT chaperon mod	pAkt inh	MmCpn inh	ATXN viability	TGFb SMAD3 inh	Nrf2 ARE act	Nrf2 inh	A549 tox
# Record of CC(C)C(=O)Nc1ccc(C(=O)N/N=C/c2cc(Br)cc(Br)c2O)cc1 → -47%	-4.0	i	2%	·	?	-0.2%	?	?
# Record of NC(=O)c1cc(NC(=O)c2cc(Br)c(Br)s2)cc(C(N)=O)c1 → -2%	0.1	i	?	i	5%	4.2%	-9%	3%

# (cont.)
# Every second line gives: HepG2 viability, CCT chaperon mod, pAkt inh, MmCpn inh, ATXN viability, TGFb SMAD3 inh, Nrf2 ARE act, Nrf2 inh, A549 tox
CC(C)NC(=O)CSc1nnc(C2CC2)n1-c1ccccc1
 : 1%, -0.6, i, 0%, i, 0%, -0.5%, ·, -2%
CCCNC(=O)CN1C(=O)c2cccnc2Sc2ccccc21
 : -27%, ·, ·, ·, i, -26%, -0.2%, 17%, 13%
O=C(CCNC(=O)c1ccccc1Cl)NCC(c1ccc(F)cc1)N1CCOCC1 (stereo unspecified)
 : -12%, 2.9, i, 3%, i, -2%, 0.0%, 4%, 2%
COc1ccc(C(C(=O)NC2CCCCC2)N(C(=O)c2sc(C)nc2C)c2ccccc2)cc1 (stereo unspecified)
 : -2%, -3.3, i, 0%, i, 2%, -0.4%, -4%, -2%
Cc1ccc2c(n1)CC(C)(C)CC2=O
 : 9%, -2.5, i, 0%, ?, 1%, 0.0%, 15%, -8%
O=S(=O)(NCC(Nc1ccccc1)c1ccccc1)c1ccc(Cl)cc1 (stereo unspecified)
 : -82%, -1.1, i, 1%, ?, 10µM*, 9.4%, ?, ?
CC(C)C(=O)Nc1ccc(NC(=S)NC(=O)c2ccccc2F)cc1
 : 8%, 1.5, i, 0%, i, 22%, 0.9%, ?, 10%
Cc1ccc(-c2cc(C(F)F)nc(NCc3cccs3)n2)cc1
 : -21%, 0.7, i, -1%, i, ?, 4.3%, -5%, 9%
NC(=O)N/N=C/c1cc(Br)ccc1OC(=O)c1ccccc1
 : -9%, -1.2, i, 2%, i, -7%, 6.2%, 6%, 0%
COc1ccc(S(=O)(=O)CCC(=O)N2CCN(c3ccccc3F)CC2)cc1
 : -20%, -3.3, i, 8%, i, -19%, 0.3%, -12%, -10%
C[C@H](N)c1nnc(SCC(=O)c2ccc(Cl)cc2)o1
 : 3%, -1.0, i, 1%, i, 3%, 0.0%, ·, -1%
CNCC(=O)O
 : 2%, -4.1, i, -5%, i, 5%, -0.2%, -3%, 1%
COc1ccc(CCC(=O)Nc2ccc(-c3noc(-c4ccc(OC)c(OC)c4)n3)cc2)cc1
 : -20%, -1.4, i, ?, ?, 25%, 4.1%, 0%, -8%

# Bioassay records as filed in PubChem BioAssay.
